SNCA viab count = counter-screen for SNCA expression inhibitors: cell viability. HEK-293-SNCA-luc viability, GF-AFC fluorescence, 24 h. 150,000 compounds, 0.12% hits. Potency, µM (titrated, usually from 57.1 µM), for inactives: at the top dose activity change, negative = cytotoxicity, usual class: cytotoxic;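 note: potency is the fitted concentration of half-maximal effect; 0% = DMSO-treated cells and -100% = medium-only wells without cells; nearly all actives have a fitted effect of over 30% in size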
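HEK-293-SNCA-luc cells (1500/well) plated 24 h, then exposed 24 h to a dilution series; GF-AFC added 30 min at 37C, fluorescence 405/540 nm; normalised to medium-only and DMSO wells, Hill fit.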
GPT2 inh = GPT2 alanine aminotransferase inhibition | AID 1671188 | Potency, µM (doses to about 57.7 µM), inactives show top-dose activity change, negative = inhibition, usual class: inhibitors | 100,000 compounds, 0.25% hits | Q8TD30 | Recombinant GPT2, coupled pyruvate oxidase/HRP Amplex Red fluorescence; note: potency is the fitted concentration of half-maximal effect; nearly all actives have a fitted effect of over 60% in size; many of its hits are not listed in these tables
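Fluorescence of coupled pyruvate oxidase/HRP/Amplex Red system (50uM Amplex, 30 min, dark) reports pyruvate formed by GPT2. Enzyme reaction: 10ng/uL GPT2, 2mM L-alanine, 250uM a-KG, 30 min room temperature, pH 7.5; 50uM AOA control.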
SNCA expr inhib = SNCA gene expression inhibition; HEK-293 SNCA-luciferase knock-in, luminescence, 24 h; Potency, µM (top dose mostly 57.2 µM), without a hit: at the highest dose activity change, negative = inhibition, most hits filed as inhibitors; 140,000 compounds, 0.17% hits; AID 1671194;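 note: potency is the fitted concentration of half-maximal effect; plate controls were DMSO cells for no effect and cell-free wells for full effect; nearly all actives have a fitted effect of over 45% in size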
HEK cytotox = cytotoxic compounds in HEK 293 cells | HEK 293 viability, ATP luminescence (CellTiter-Glo), 48-72 h | Potency, µM (series often up to 115 µM), without a hit: at the highest dose activity change, negative = cytotoxicity, hits mostly inhibitors | 94,000 compounds, 6.6% hits | AID 1345083; note: potency is the fitted concentration of half-maximal effect; nearly all actives have a fitted effect of over 60% in size
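qHTS cytotoxicity; HEK 293, 250 cells/well; compound pinned; 48 or 72 hr, 37 degree Celsius, 5% CO2, 95% humidity; CellTiter-Glo, 10 min RT; luminescence (ATP).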
Luciferase inh = inhibitors of firefly (Photinus pyralis) luciferase. purified P. pyralis luciferase, luminescence, biochemical. 76,000 compounds, 2.5% hits. Potency, µM (doses to about 115 µM), for the others: at the highest dose activity change, negative = inhibition, hits mostly inhibitors. P08659. AID 1347043; note: potency is the fitted concentration of half-maximal effect; nearly all actives have a fitted effect of over 65% in size
Target sequence (P08659 whole entry, looked up): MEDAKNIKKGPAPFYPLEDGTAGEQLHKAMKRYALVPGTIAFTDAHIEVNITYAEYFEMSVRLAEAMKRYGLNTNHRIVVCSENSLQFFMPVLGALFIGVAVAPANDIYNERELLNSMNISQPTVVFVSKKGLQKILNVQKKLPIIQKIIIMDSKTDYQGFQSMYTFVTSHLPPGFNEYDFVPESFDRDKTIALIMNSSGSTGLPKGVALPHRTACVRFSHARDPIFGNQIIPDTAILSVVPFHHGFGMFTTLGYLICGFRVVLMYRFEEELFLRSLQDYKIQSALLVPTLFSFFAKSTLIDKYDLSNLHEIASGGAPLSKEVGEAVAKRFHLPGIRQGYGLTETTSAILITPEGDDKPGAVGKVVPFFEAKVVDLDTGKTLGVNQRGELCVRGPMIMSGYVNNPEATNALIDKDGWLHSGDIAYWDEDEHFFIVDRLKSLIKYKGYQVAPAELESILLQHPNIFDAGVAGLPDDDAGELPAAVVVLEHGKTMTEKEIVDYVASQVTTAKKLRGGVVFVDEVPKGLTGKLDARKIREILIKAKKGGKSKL
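Purified 10nM P. pyralis luciferase with 10uM D-luciferin and 10uM ATP in 50mM Tris acetate pH 7.5, 10mM Mg acetate, 0.01% Tween-20, 0.05% BSA. qHTS titration; luminescence read by CCD imager.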
IP6K1 inh = IP6K1 kinase inhibition | 140,000 compounds, 0.81% hits | IP6K1 kinase, ADP-Glo luminescence, 2 h; stronger effect = lower value | Q92551 | activity change, % (series mostly up to about 58 µM); in the data active = activity change below about -25%
Target sequence (Q92551 whole entry, looked up): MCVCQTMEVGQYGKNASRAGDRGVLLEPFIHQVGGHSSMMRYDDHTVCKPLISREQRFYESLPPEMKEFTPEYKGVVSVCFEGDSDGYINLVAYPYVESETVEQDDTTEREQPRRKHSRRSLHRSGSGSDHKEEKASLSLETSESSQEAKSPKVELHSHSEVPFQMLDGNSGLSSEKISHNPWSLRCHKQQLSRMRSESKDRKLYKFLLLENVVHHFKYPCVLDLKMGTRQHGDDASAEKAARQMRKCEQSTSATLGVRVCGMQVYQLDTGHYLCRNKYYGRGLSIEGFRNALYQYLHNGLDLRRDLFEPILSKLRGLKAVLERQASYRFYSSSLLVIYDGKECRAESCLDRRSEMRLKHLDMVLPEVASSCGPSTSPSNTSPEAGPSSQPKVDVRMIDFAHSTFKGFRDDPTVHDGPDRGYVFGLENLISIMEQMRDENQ
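ADP-Glo luminescence measures ADP made by human IP6K1 during a 2 h RT reaction with ATP/IP6 (mix at 1.3 mM/130 uM); top library doses 57.5 and 19.1 uM final.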
3T3 cytotox = cytotoxic compounds in NIH 3T3 cells. 94,000 compounds, 4.3% hits. Potency, µM (doses to about 96.7 µM), for the others: top-dose activity change, negative = cytotoxicity, usual class: inhibitors. NIH 3T3 viability, CellTiter-Glo ATP luminescence, 48-72 h; note: potency is the fitted concentration of half-maximal effect; nearly all actives have a fitted effect of over 55% in size
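First NIH 3T3 cells are plated at 400 cells/well; next compound is pinned in; then plates incubate 48 or 72 hr at 37 °C; finally CellTiter-Glo is added and luminescence read after 10 min.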
The depositor's hits bear a star; i = inactive; ? = inconclusive; · = no result given; & = joins results of further samples; [ ] = another dose, or the depositor's remark. Unless noted, calls come from the whole dose curve; as a rule, active = well fitted curve in the direction sought with a large enough effect; inconclusive = small, poorly fitted or top-dose-only effect, or another doubt; inactive = no such curve, though single readings can be large; an effect the other way counts as inactive or inconclusive. Unless noted, % is set by controls: 0 for no effect and ±100 for the full control effect. An excerpt, so the mix of outcomes need not match the whole.

SMILES	SNCA viab count	GPT2 inh	SNCA expr inhib	HEK cytotox	Luciferase inh	IP6K1 inh	3T3 cytotox
O=C1CC(c2ccccc2)N(Cc2ccncc2)CCCN(C(=O)CC2CCCC2)CCN1 (stereo unspecified)	-4%	-1%	5%	-9%	-5%	5	-8%
Cc1ccc(-c2ccccc2CN2CCN(C(=O)c3ccc(F)cc3)CC2)cc1Cl	0%[12.5 µM]	-12%	1%	?	·	-18	?
COc1ccc(C(=O)NCCn2cccc2-c2nc(-c3ccccc3)no2)cc1F	-1%	1%	-5%	-2%	-19%	7	-20%
COc1ccc(S(=O)(=O)NC[C@@H]2C=C(C)[C@H](CC(=O)N3CCN(c4ccccn4)CC3)C[C@H]2C(C)C)cc1	?	-6%	?	?	0%	-4	8.9µM*
COCCNC(=O)[C@@H]1C[C@H](Oc2cccnc2)CN1C(=O)c1cnccc1C	-10%	i	?	-21%	6%	0	-6%
O=C(/C=C/c1ccc(O)c(O)c1)O[C@@H]1C[C@@](OC(=O)/C=C/c2ccc(O)c(O)c2)(C(=O)O)C[C@@H](O)[C@@H]1O	-12%[23.9 µM]	?	-6%[25.6 µM]	·	·	-12	·
CCN(CC)C(=O)c1cccc(C)c1	-31%[23.9 µM]	i	-30%[25.6 µM]	·	·	-3	·
Cc1ccc(C(=O)NCCn2ccn3nc(-c4ccc(C)cc4C)cc3c2=O)cc1	1%	i	35%[activator]	i	?	0	-7%
CCCCCCCCCCC[C@@H](C[C@@H]1OC(=O)[C@H]1CCCCCC)OC(=O)[C@H](CC(C)C)NC=O	-10%[23.9 µM]	i	-35%[25.6 µM]	·	·	12	·
CCc1ccc(S(=O)(=O)Nc2cc(-c3cn4ccccc4n3)ccc2C)cc1	8%	·	-2%	·	·	-6	·
CC(C)CNC(=O)C1(CCO)CCN(Cc2ccccc2)C1 (stereo unspecified)	6%	-21%	21%	-15%	-11%	12	-18%
COCc1cc(=O)n(CC(=O)Nc2ccccc2OC)c(N2CCOCC2)n1	3%	4%	-2%	5%	-6%	26	0%
CC[C@@H](NC(=O)Cc1[nH]nc2ccccc12)C1CC(O)C1 (stereo partly specified)	-2%	4%	7%	i	-4%	0	i
COCc1nc(C2CC(N)C2)cc(N2CCC3(CC2)CNC(=O)O3)n1 (stereo unspecified)	-1%	-10%	-1%	2%	1%	13	-11%
O=C(Nc1ccc(N2CCC(NC3Cc4ccccc4C3)CC2)cc1)C1CCCC1	7%	i	33%[activator]	-2%	0%	13	i
COc1ccc(OCC2(C)COc3ccc(C(=O)N4CCN(C)C(=O)C4)cc3N2)cc1 (stereo unspecified)	9%[87.6 µM]	-16%[88.5 µM]	4%[87.6 µM]	?	-14%[172 µM]	-8	-28%[138 µM]
O=C(c1ccc2ncccc2c1)N1CCC2(CC1)Nc1ccccc1NC2=O	5%	-29%	7%	89µM*	6%	-7	-30%
COc1ccc(N2CC(NC(=O)CCc3ccccc3)CC2=O)cc1OC (stereo unspecified)	4%	·	1%	·	·	-7	·
COc1ccccc1C(=O)N[C@H]1[C@H](O)[C@H](O)C[C@@H]1c1ccc(N2CCOCC2)nc1	-6%[87.6 µM]	?	45%[activator][87.6 µM]	i	0%[172 µM]	-4	-13%[174 µM]
COc1ccccc1C(=O)N[C@@H]1CN(c2ccccn2)C[C@H]1CN(C)C	-3%	4%	16%	-10%	-8%	-4	-12%
Cc1ccc(NC(=O)N2CCC(CCNC(=O)c3ccsc3)CC2)cc1	9%	i	8%	-3%	?	-12	-7%
CC(=O)/C=C/C1C(C)CC(O[C@@H]2O[C@H](CO)[C@@H](O)[C@H](O)[C@H]2O)CC1(C)C (stereo partly specified)	-10%	2%[27.3 µM]	·	·	·	-10	·
COc1cccc([S+](=O)([O-])N2CCC3(CC2)C(=O)Nc2ccccc23)c1	3%[87.6 µM]	?	?	?	0%[172 µM]	0	?
C[S+](=O)([O-])N1CC2(CCCN2Cc2ccccn2)Cc2ccccc21 (stereo unspecified)	-5%	?	1%	-17%	·	1	-21%
CCOc1ccc2c(c1)NC(c1ccc(OCC)c(OCC)c1)=NC(c1ccc(F)cc1)=N2	3%	·	125%[activator]	·	·	14	·
COc1ccc(C2(C(=O)N3CCN4CCS(=O)(=O)N(C5CC5)C(=O)C4C3)CC2)cc1 (stereo unspecified)	-4%	3%	34%[activator]	-7%	0%	10	i
Cc1noc(-c2cn(C3CCN(C(=O)c4sccc4C)CC3)nn2)n1	1%	1%	-2%	-19%	2%	11	-22%
COCC1(CNCc2c(C)noc2C)C[C@@H](O)[C@@H](O)C1 (stereo partly specified)	3%[87.6 µM]	-7%[88.5 µM]	13%[87.6 µM]	0%[230 µM]	-3%[230 µM]	-1	-8%[230 µM]
CCOC(=O)c1cc(-c2ccccc2)n(CCCC(=O)Nc2ccc(C)c(Cl)c2)c1C	-12%	·	?	·	·	23	·
NC(=O)c1cc[nH]c1C1CCCN(C(=O)CCc2nc3ccccc3s2)C1 (stereo unspecified)	8%[12.5 µM]	-4%	57%[activator]	-17%	-8%	13	-17%
COc1ccc2c(c1)CCN=C2C[C@H]1CN(C(=O)c2cccs2)CC[C@H]1CC(=O)O	8%[87.6 µM]	?	-23%[87.6 µM]	-8%[172 µM]	-13%[172 µM]	7	-4%[174 µM]
CCC1c2nccn2CCCN1C(=O)c1c(C)noc1C (stereo unspecified)	2%	i	14%	i	2%	1	i
CCC(=O)N1Cc2ccccc2CC2(CCN(CC3CCNC3)C2)C1 (stereo unspecified)	-2%	1%	-15%	i	·	-13	i
Cc1nc(N2CCC(NC(=O)Cc3ccc(F)cc3)CC2)cc(C(F)(F)F)n1	4%	i	1%	-24%	1%	-8	?
CC(=O)N1CC2(Cc3ccccc31)CN(C(=O)c1ccccc1F)C2	5%[87.6 µM]	-6%[88.5 µM]	-4%[87.6 µM]	-20%[172 µM]	-4%[172 µM]	-6	-8%[138 µM]
CNC(=O)[C@@H]1C[C@H](n2cc(C(C)(C)NC(=O)c3cccc(F)c3F)nn2)CN1	-5%	1%	23%	i	-6%	17	-4%
CCOC(=O)c1c(-c2ccc(OC)c(OC)c2)csc1NC(=O)c1ccc(F)cc1	6%	·	19%	·	·	0	·
CCCOc1ccc(C2C(=O)N(C3CCCCC3)CC(=O)N2C2CCCCC2)cc1OC (stereo unspecified)	4%	·	39%[activator]	·	·	11	·
O=C(N[C@@H]1CCOC[C@H]1OCCO)c1cc(C2CC2)nc2ccccc12	-6%	4%	3%	i	-4%	-6	i
c1ccc(CN2CCn3c(nnc3C3CCNCC3)C2)cc1	4%[87.6 µM]	i	3%[87.6 µM]	i	·	-9	i
CCc1cccc(NC(=O)N2CC(c3nnc(C(C)C)o3)C3(CCOCC3)C2)c1 (stereo unspecified)	7%	-8%	-7%	-4%	0%	5	i
COc1ccc(NC(=O)N2CC[C@@H](CO)N(C)c3cccnc3C2)cc1	0%[87.6 µM]	i	-11%[87.6 µM]	i	3%[172 µM]	-1	i
O=C(NCc1ccc(Cl)nc1)c1cn2c(n1)CN(C(=O)c1ccccc1)CC2	-5%	i	0%	-22%	·	17	-30%
Cc1cccc(C)c1OC(=O)CSc1nnc(CNC(=O)c2ccccc2)o1	9%	·	15%	·	·	11	·
COc1ccc(-c2[nH]c(-c3ccc(O)cc3)nc2-c2ccccc2)cc1	-11%	·	-20%	·	·	-11	·
O=C(c1ccc2c(c1)OCCO2)N(Cc1cccnc1)c1nc2ccc(F)cc2s1	11%	·	217%[activator]	·	·	20	·
O=C(c1ccc(F)cc1)N1CCN(c2nccc(Nc3ccccc3F)n2)CC1	2%	-13%	-1%	40µM*	·	19	32µM*
CC1=C[C@@H](CNS(C)(=O)=O)[C@H](C(C)C)C[C@H]1Cc1nc2ccc(F)cc2[nH]1	?	3%[88.5 µM]	?	89µM*	7%[172 µM]	-13	?
CC(C)CC(=O)NC[C@@H]1C[C@H](F)CN1C(=O)CCCc1cccs1	-2%	-4%	2%	i	-4%	1	i
Cn1cnnc1CC1CCN(C(=O)c2ccccc2)CC1	-1%	i	-24%	?	-2%	13	-11%
Cc1nc(-c2cccc(Cl)c2)n(CC(=O)Nc2ccccc2)c(=O)c1CCO	-25%	-13%	-17%	45µM*	-7%	5	?
O=C(C1CCCCC1)N1CC(N(Cc2ccccn2)C(=O)Nc2ccccc2)C1	-21%	i	-17%	-2%	·	12	-20%
COC(=O)N1CCc2nc(C)nc(-c3ccc(Cl)cc3)c2CC1	2%[87.6 µM]	i	1%[87.6 µM]	-23%[172 µM]	-1%[172 µM]	18	-27%[138 µM]
O=c1[nH]c2ccc(NCc3ccc(-c4ccccc4F)o3)cc2[nH]1	-7%	·	18%	·	·	1	·
CN(C)c1cc(N2CCCC(NC(=O)C3CCC3)C2)ncn1 (stereo unspecified)	-5%	i	1%	6%	8%	11	-1%
O=C(COc1ccc(Cl)cc1)N1CCc2nn(CC3CC3)c(=O)n2CC1	13%	?	-5%	-6%	-2%	2	?
COc1cccc(N2CCN(c3nc(C(=O)NCc4cccnc4)cs3)CC2)c1	-19%	-11%	?	32µM*	?	-7	?
CCN1c2cc(C(=O)NC3CCN(Cc4ccccc4)CC3)ccc2C(=O)N2CCCCC21 (stereo unspecified)	?	1%	1%	?	1%	-22	?
O=C(NCc1ccccc1Br)c1cnc2sc(N3CCCCCC3)nn2c1=O	3%	·	5%	·	·	22	·
CCOc1ccc(C2NC(=O)N(CCOC)C3=C2C(=O)OC3)cc1 (stereo unspecified)	2%	i	?	11%	3%	0	i
COc1cccc(N(C)C(=S)Oc2ccc3c(c2)CCCC3)n1	3%	-2%&-21%	-1%	·	·	21	·
CCOC(=O)c1ccccc1NC(=O)C1CCN(c2ncnc3c2nc2n3CCCCC2)CC1	7%	·	14%	·	·	-13	·
CC(NC(=O)c1c(O)nc2ccccn2c1=O)c1ccccc1 (stereo unspecified)	6%	·	?	·	·	-1	·

Some of the entries so far, field by field.
O=C(c1ccc(F)cc1)N1CCN(c2nccc(Nc3ccccc3F)n2)CC1
  SNCA viab count: 2% | GPT2 inh: -13% | SNCA expr inhib: -1% | HEK cytotox: 40µM* | Luciferase inh: · | IP6K1 inh: 19 | 3T3 cytotox: 32µM*
CC(NC(=O)c1c(O)nc2ccccn2c1=O)c1ccccc1 (stereo unspecified)
  SNCA viab count: 6% | GPT2 inh: · | SNCA expr inhib: ? | HEK cytotox: · | Luciferase inh: · | IP6K1 inh: -1 | 3T3 cytotox: ·
CCN1c2cc(C(=O)NC3CCN(Cc4ccccc4)CC3)ccc2C(=O)N2CCCCC21 (stereo unspecified)
  SNCA viab count: ? | GPT2 inh: 1% | SNCA expr inhib: 1% | HEK cytotox: ? | Luciferase inh: 1% | IP6K1 inh: -22 | 3T3 cytotox: ?
Cc1nc(-c2cccc(Cl)c2)n(CC(=O)Nc2ccccc2)c(=O)c1CCO
  SNCA viab count: -25% | GPT2 inh: -13% | SNCA expr inhib: -17% | HEK cytotox: 45µM* | Luciferase inh: -7% | IP6K1 inh: 5 | 3T3 cytotox: ?

Screens (PubChem BioAssay)
